Screening results: PubChem BioAssay, National Center for Advancing Translational Sciences (NCATS)
AMA1-RON2 inh = qHTS for Inhibitors of AMA1-RON; Towards Development of Antimalarial Drug Lead: Primary Screen; Potency, µM (titrated, usually from 58.2 µM), for inactives: top-dose activity change, negative = inhibition, most hits filed as inhibitors; actives 0.2% (n = 360,000); AlphaScreen AMA1-biotinylated RON2 peptide binding; Plasmodium falciparum AMA1 (3D7) - RON2 peptide interaction;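 note: potency is the fitted concentration of half-maximal effect; 0% = vehicle wells and -100% = peptide control; nearly all actives have a fitted effect of over 45% in size; some results filed as inactive show a strong effect at the top dose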
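AMA1 (3D7) with his tag at 25 nM final met compounds first, then biotinylated RON2 peptide at 25 nM; detection used donor plus acceptor beads, 10 µg/mL apiece, read by AlphaScreen after 30 min at room temperature.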
AmpC inh detg = qHTS Inhibitors of AmpC Beta-Lactamase (assay with detergent). Potency, µM (doses to about 114 µM), without a hit: at the highest dose activity change, negative = inhibition, hits mostly inhibitors. P00811. actives 0.041% (n = 370,000). AID 485294, 2010. AmpC hydrolysis of nitrocefin, absorbance 480 nm, 0.01% Triton;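 note: potency is the fitted concentration of half-maximal effect; 0% = no-compound wells and -100% = no-enzyme wells; nearly all actives have a fitted effect of over 25% in size; some results filed as inactive show a strong effect at the top dose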
Target sequence (P00811 whole entry, looked up): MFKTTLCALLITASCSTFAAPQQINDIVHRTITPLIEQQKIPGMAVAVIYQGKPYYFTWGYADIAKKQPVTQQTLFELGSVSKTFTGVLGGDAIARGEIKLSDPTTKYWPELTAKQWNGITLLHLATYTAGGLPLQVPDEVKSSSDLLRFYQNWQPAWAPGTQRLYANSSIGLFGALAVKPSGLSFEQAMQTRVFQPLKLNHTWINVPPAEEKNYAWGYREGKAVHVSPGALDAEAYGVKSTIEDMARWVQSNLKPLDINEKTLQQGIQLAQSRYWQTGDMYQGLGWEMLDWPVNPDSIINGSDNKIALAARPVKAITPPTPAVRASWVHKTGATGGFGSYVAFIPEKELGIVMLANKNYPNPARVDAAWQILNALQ
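AmpC (5.3 nM in the dispensed reagent) in 20 mM phosphate pH 7.0 with 0.01% (detergent screen) or 0.0001% Triton X-100 was preincubated with compounds for 15 min at room temperature. Nitrocefin was then added from an 800 uM solution, and hydrolysis was followed at 480 nm.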
AmpC no deterg = qHTS Inhibitors of AmpC Beta-Lactamase (assay without detergent); P00811; AmpC nitrocefin hydrolysis, absorbance 480 nm, 0.0001% Triton; Potency, µM (highest dose often 57.1 µM), for the others: at the top dose activity change, negative = inhibition, most hits filed as inhibitors; actives 0.52% (n = 330,000); AID 485341, 2010;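 note: potency is the fitted concentration of half-maximal effect; plate controls were no compound for no effect and no enzyme for full effect; nearly all actives have a fitted effect of over 20% in size; some results filed as inactive show a strong effect at the top dose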
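AmpC (5.3 nM in the dispensed reagent) in 20 mM phosphate pH 7.0 with 0.01% (detergent screen) or 0.0001% Triton X-100 was preincubated with compounds for 15 min at room temperature. Nitrocefin was then added from an 800 uM solution, and hydrolysis was followed at 480 nm.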
FBPA Giardia inh = qHTS Assay for Inhibitors of Fructose-1,6-bisphosphate Aldolase from Giardia Lamblia | purified Giardia FBPA | Potency, µM (doses to about 59.6 µM), for inactives: top-dose activity, negative = inhibition, actives largely listed as inhibitors | actives 0.71% (n = 290,000); note: potency is the fitted concentration of half-maximal effect; nearly all actives have a fitted effect of over 55% in size
Target sequence (A8B2U2 whole entry, looked up): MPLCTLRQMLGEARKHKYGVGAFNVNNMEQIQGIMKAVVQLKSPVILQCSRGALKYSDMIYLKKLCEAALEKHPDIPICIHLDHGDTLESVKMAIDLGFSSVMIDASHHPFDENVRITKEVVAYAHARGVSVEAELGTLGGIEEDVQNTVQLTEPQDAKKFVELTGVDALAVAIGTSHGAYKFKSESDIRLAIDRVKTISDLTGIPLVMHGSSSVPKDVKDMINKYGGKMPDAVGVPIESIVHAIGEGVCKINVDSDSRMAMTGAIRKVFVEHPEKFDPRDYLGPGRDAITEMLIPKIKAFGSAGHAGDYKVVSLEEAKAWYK
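40 nM FBPA preincubated 10 min at RT with compound (up to 57.5 uM final), then substrate plus GAPDH/TPI/NAD/arsenate coupling and diaphorase/resazurin added. Fluorescence read after 20 min at RT, 525/598 nm.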
Sm TGR inh = qHTS Assay for the Inhibitors of Schistosoma Mansoni Peroxiredoxins; Schistosoma mansoni thioredoxin glutathione reductase (TGR), Q962Y6; Potency, µM (highest dose often 114 µM), inactives show at the top dose activity change, negative = inhibition, hits mostly inhibitors; purified TGR, DTNB reduction, TNB absorbance 405 nm; actives 3% (n = 360,000); note: potency is the fitted concentration of half-maximal effect; nearly all actives have a fitted effect of over 60% in size
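TGR 20 nM + NADPH 100 uM (dispensed conc.), cpd preinc 15 min RT; start with NADPH (500 uM addition) then DTNB (15 mM addition). Kinetic TNB absorbance, 405 nm filter. Four-parameter Hill fit across titration.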
HCMV antiviral = qHTS Assay for inhibitors of the human cytomegalovirus (HCMV); HFF cells, HCMV-luciferase reporter, 72 h; active compounds read low; activity change, negative = inhibition, % at 57.5 µM; actives 4.5% (n = 410,000); AID 1259415, 2018; in the data active = activity change below about -60%; inconclusive = no clear call, values can overlap the other calls; inactive = above about -39%
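Two-dose cell screen: HFF monolayers treated with compounds and infected with luciferase-expressing HCMV at 1 PFU/cell, 72 h at 37C, then lysed for luciferase measurement.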
The depositor's hits bear a star; ? = inconclusive; · = no result given; [ ] = dose if it differs, or a comment. Unless noted, calls come from the whole dose curve; as a rule, active = well fitted curve in the direction sought with a large enough effect; inconclusive = small, poorly fitted or top-dose-only effect, or another doubt; inactive = no such curve, though single readings can be large; an effect the other way counts as inactive or inconclusive. Unless noted, % is set by controls: 0 for no effect and ±100 for the full control effect.

Values in the order: AMA1-RON2 inh	AmpC inh detg	AmpC no deterg	FBPA Giardia inh	Sm TGR inh	HCMV antiviral
Cn1c(C(=O)NCCCN2CCN(c3ccccc3F)CC2)cc2c(=O)n(C)c3ccccc3c21
  -10.3%	-11.2%	94.0%[activator]	-8.3%	-12.0%	-11.0
O=C(COC(=O)COc1cccc(F)c1)Nc1nc2ccccc2s1
  5.6%	·	?	·	·	81.0
COc1ccc(CCNC(=O)C2CCN(c3nc4ccccc4nc3C(F)(F)F)CC2)cc1OC
  ·	3.0%	·	·	-0.5%	4.5
C=CCN(c1nc(C)cc(OC)n1)S(=O)(=O)c1ccc(C)cc1
  5.9%	-6.2%	0.5%	12.8%	2.5%	-7.2
COc1cccc(OC)c1C1=NC(C)(C)CO1
  2.4%	2.0%	-16.0%	2.2%	9.0%	15.2
COc1ccc(C(N)=O)cc1NC(=O)c1cccc(F)c1
  3.9%	3.7%	-26.7%	0.4%	14.2%	16.3
CCOc1ccc(C2c3c(oc4ccc(C)cc4c3=O)C(=O)N2CCCN(C)C)cc1OC (stereo not drawn)
  ·	4.6%	·	·	-3.6%	11.3
Cc1cc(S(=O)(=O)C(CNC(=O)COc2ccccc2)c2cccs2)ccc1F (stereo not drawn)
  ·	7.7%	·	·	-3.3%	-21.9
CC(C)(C)Nc1nc(SCC(=O)Nc2ccccc2Cl)nc(N2CCOCC2)n1
  -10.9%	-3.9%	6.9%	·	-4.8%	-34.3
COc1ccc(N(CC(=O)NCc2ccccc2)S(=O)(=O)c2c(C)noc2C)cc1
  9.5%	-12.1%	-3.9%	8.7%	-4.2%	-17.5
COc1ccc(C2CC(c3cccs3)n3nc(N)nc3N2)cc1 (stereo not drawn)
  153.9%[activator]	?	-16.7%	2.4%	-3.4%	2.0
COc1ccc(/C=C2\SC(=O)N(CCCC(=O)Nc3cc(Cl)ccc3C(=O)O)C2=O)cc1
  15.1%	·	-21.1%	·	·	-92.9*
COc1ccc(-c2nc(CS(=O)CC(=O)NCC3CCCO3)c(C)o2)cc1 (stereo not drawn)
  2.7%	?	4.1%	2.6%	-20.1%	12.0
CCN(CC(=O)Nc1ccc(C)c(S(=O)(=O)N(C)C)c1)Cc1ccccc1
  8.4%	?	24.3%	?	-15.6%	1.5
COc1cccc(C(=O)NCCNC(=O)c2cnccn2)c1
  12.0%	?	-4.1%	3.7%	4.6%	43.5
Cc1ccc(C)c(N(CC(=O)NC2CCCCC2)C(=O)CCC(=O)Nc2ccccn2)c1
  ·	-6.7%	34.8%	5.9%	-8.9%	·
Cn1c(=O)c2c(SC3CCCC3)nc(C3CC3)nc2n(C)c1=O
  0.8%	?	3.8%	4.7%	-5.8%	18.3
O=c1c(Cl)c(N2CCNCC2)cnn1C12CC3CC(CC(C3)C1)C2
  4.7%	-5.7%	-14.4%	7.2%	-14.5%	?
CCCNC(=O)Cn1nc(C)c2c(C)n(-c3ccccc3)nc2c1=O
  ·	-6.7%	·	·	-0.5%	-35.7
COc1ccc(CCNC(=O)C(C)SCc2ccccc2)cc1 (stereo not drawn)
  1.9%	-7.5%	9.4%[2.29 µM]	4.0%	2.4%	-25.9
O=C(/C=C/c1ccc(Br)cc1)NC(=S)N1CCOCC1
  19.0%	2.7%	-3.9%	-20.0%	3.8%	33.6
COc1ccc(S(=O)(=O)NCc2ccccn2)cc1OC
  8.8%	-8.3%	-9.6%	-16.1%	1.8%	56.8
Cc1ccc(CCN2CC(C(=O)NCCc3ccccc3)CC2=O)cc1 (stereo not drawn)
  -0.3%	-4.3%	30.5%	3.9%	10.7%	-5.8
COc1cccc(CNC(=O)CCc2c(C)nc3c(c(C)nn3-c3ccc(C)c(C)c3)c2C)c1
  ·	-0.4%	·	·	-0.8%	-17.6
CC1CCN(c2ccc(N3C(=O)C4CCCCC4C3=O)cc2[N+](=O)[O-])CC1 (stereo not drawn)
  -9.8%	-6.8%	-40.5%	-0.7%	3.1%	7.1
Cc1cccc(-n2c3nc(=O)[nH]c(=O)c-3cc3c(C)nn(-c4ccccc4)c32)c1
  ·	-4.9%	-15.8%	-0.1%	3.1%	·
Cn1nccc1C(=O)N(CCN1CCCCC1)CC1CCCN(C2CCCC2)C1 (stereo not drawn)
  19.2%	-14.3%	-10.6%	6.0%	-7.8%	34.3
O=C(OCC(=O)N1CCN(c2ccccc2)CC1)c1cccs1
  -6.5%	0.0%	-13.0%	·	3.1%	-30.7
O=S(=O)(NC1CCCCC1)c1ccc(Cl)nc1
  15.3%	?	-16.5%	2.2%	0.0%	1.0
COc1cc(OC)cc(C(=O)Nc2ncc3c(n2)CC(C)CC3=O)c1 (stereo not drawn)
  -5.5%	?	-3.9%	-6.9%	7.9%	50.6

Random excerpt: 4 entries already listed
Values in the order: AMA1-RON2 inh	AmpC inh detg	AmpC no deterg	FBPA Giardia inh	Sm TGR inh	HCMV antiviral
CCCNC(=O)Cn1nc(C)c2c(C)n(-c3ccccc3)nc2c1=O
  ·	-6.7%	·	·	-0.5%	-35.7
COc1cc(OC)cc(C(=O)Nc2ncc3c(n2)CC(C)CC3=O)c1 (stereo not drawn)
  -5.5%	?	-3.9%	-6.9%	7.9%	50.6
Cc1cc(S(=O)(=O)C(CNC(=O)COc2ccccc2)c2cccs2)ccc1F (stereo not drawn)
  ·	7.7%	·	·	-3.3%	-21.9
COc1ccc(C(N)=O)cc1NC(=O)c1cccc(F)c1
  3.9%	3.7%	-26.7%	0.4%	14.2%	16.3

More entries follow:
Values in the order: AMA1-RON2 inh	AmpC inh detg	AmpC no deterg	FBPA Giardia inh	Sm TGR inh	HCMV antiviral
Cc1ccc(NC(=S)NNC(=O)c2nnn(-c3ccccc3)c2C)cc1
  2.2%	-14.8%	-44.8%	?	-1.2%	-8.1
Cc1ccc2[nH]c(=O)c(CN(CC3COCCO3)C(=O)Nc3ccccc3C)cc2c1 (stereo not drawn)
  14.2%	0.4%	68.8%[activator]	-3.3%	-4.1%[57.1 µM]	-27.3
COc1ccc(C)cc1NC(=O)c1nn(-c2ccccc2)cc1OC
  -9.1%	-8.3%	-21.8%	-3.6%	-5.4%	-16.2
O=C1C(=O)N(C2CCN(C(=O)c3ccccc3F)CC2)CCN1Cc1ccc(F)cc1
  ·	1.2%	·	·	-1.6%	13.4
CC(C)(C)n1nc2c(c1NC(=O)Cc1ccc(Cl)cc1)CS(=O)(=O)C2
  26.0%	-3.5%	-13.6%	·	4.3%	41.8
COc1cc2cc(CCCOC(=O)c3cccc(Br)c3)oc(=O)c2cc1OC
  -2.5%	-3.4%	68.0%[activator]	·	?	-20.5
Cc1[nH]n(-c2ccccc2)c(=O)c1/C=N/c1nn[nH]n1
  15.4%	1.4%	-22.0%	-21.6%	11.5%	-5.5
COc1ccc2[nH]c(C(=O)N(C)Cc3ccccc3)c(C)c2c1
  -5.3%	-3.4%	-16.9%	-4.8%	0.3%	1.5
COc1ccc(-c2nnc(SC(C)C(=O)Nc3nccs3)n2Cc2ccccc2)cc1OC (stereo not drawn)
  4.4%	?	82.8%[activator]	8.2%	0.2%	21.4
CCN(CC)CCN1C(=O)C(=O)/C(=C(/O)c2c(C)[nH]c(C(=O)OC)c2C)C1c1ccco1 (stereo not drawn)
  -4.8%	-10.4%	-7.2%	-21.8%	?	33.7
COc1ccc(OC)c(CNS(=O)(=O)c2cc(CN3C(=O)c4cccnc4C3=O)ccc2OC)c1
  22.8%	1.9%	44.1%	·	-6.1%	-26.6
O=C(/C=C/c1ccccc1F)c1ccoc1
  1.2%	?	-10.1%	11.1%	?	27.6
O[C@@H]1C2CCCC1[C@]1(O)CCCCC1C2 (stereo partly drawn)
  -1.0%	?	-10.9%	4.9%	6.3%	20.6
O=C(N/N=C\c1cc(Br)ccc1O)c1ccc(S(=O)(=O)N2CCCCC2)cc1
  22.2%	?	-13.3%	4.2%	0.3%	-100.0*
CC(C)C(NC(=O)/C(=C\c1ccco1)NC(=O)c1ccco1)C(=O)O (stereo not drawn)
  70.7%[activator]	-2.1%	-8.5%	-12.9%	?	2.9
Cc1ccc(Cc2nnc(SCC(=O)Nc3ccccc3C)[nH]c2=O)cc1
  -0.5%	?	-24.4%	·	-0.4%	-1.7
Cc1ccc(/C=C/C(=O)NC2=NCCS2)cc1
  25.3%	?	-15.3%	3.7%	-20.3%	37.0
Cc1cc(NC(=O)c2cc(-c3ccc(Cl)cc3)on2)nn1Cc1ccc(Cl)cc1
  ·	0.4%	·	·	-5.4%	-37.5
CCc1nc(SCC(=O)Nc2cc(OC)ccc2OC)c2c(C)c(C)sc2n1
  ?	1.3%	-27.3%	·	1.6%	-2.0
COc1ccc(CC(=O)N2CCC(CCC(=O)Nc3ccccc3)CC2)cc1
  -5.2%	4.0%	40.4%	-2.1%	5.2%	11.2
c1ccc(CCNc2nc(-c3ccncc3)nc3ccccc23)cc1
  -10.9%	4.7%	-44.5%	-4.2%	-3.6%	-71.1*
CCOC(=O)N1CCN(C(=O)c2cn(CC)c3ccc(S(=O)(=O)N4CCC(C)CC4)cc3c2=O)CC1
  37.4%[activator]	-6.8%	19.4%	6.1%	-14.5%	?
CC1CCc2c(nc3ncnn3c2N2CCN(c3ccccc3)CC2)C1 (stereo not drawn)
  0.0%	-11.3%	-18.0%	-4.2%	0.7%	-33.8
O=C(CSc1nc(-c2ccco2)cc(C(F)(F)F)n1)NCc1cccs1
  -8.7%	-19.9%	-11.3%	2.7%	8.6%	-10.5
CCOc1ccc(CCNC(=O)CCCc2nnc3n(CC)c(=O)c4sccc4n23)cc1OCC
  ·	?	·	·	2.8%	-7.0
CCCCN(CC)CCCNC(=O)Nc1sc2nc3n(c(=O)c2c1C)CCC(C)CC3 (stereo not drawn)
  ·	19.7%	·	·	-0.6%	-37.2
Cc1cc(C(=O)Nc2cc(C)on2)on1
  -0.4%	-6.1%	-5.6%	-7.1%	4.2%	2.9
Cc1ccc(/C=C/c2nc3ccccc3c(=O)n2CCc2ccccc2)cc1
  -1.7%	?	-19.5%	-0.4%	0.8%	?
CN(C)c1ccnc(Oc2ccc(Cl)cc2)c1C#N
  5.2%	-2.2%	44.8%	-6.7%	2.8%	42.4
Cc1ccc2sc(N3CCN(CCNC(=O)c4ccco4)CC3)nc2c1C
  -1.7%	0.0%	159.1%[activator]	·	0.8%	-14.7
